EBNA-1 inhibitor = blocks EBNA-1 binding to DNA; inhibition, % at 14.8 µM; 0.34% of 300,000 active; EBNA-1 DNA binding, fluorescence polarization; AID 1950; in the data active means inhibition above about 28%
PP1 inh = PP1-alpha (human) inhibition in PP5 counter-screen. P62136. purified PP1alpha, OMFP fluorescence. inhibition, % at 6.7 µM. 0.9% of 320,000 active;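 active means inhibition above the mean inhibition of all tested compounds plus 3 SD, computed separately for each screening campaign, cut at about 15% in these data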
ZTA counter = ZTA (EBV) inhibition in EBNA-1 counter-screen. 0.15% of 320,000 active. AID 2234. ZTA-DNA binding, fluorescence polarization. inhibition, % at 11 µM; in the data active means inhibition above about 33%
Target sequence (P03206 whole entry, looked up): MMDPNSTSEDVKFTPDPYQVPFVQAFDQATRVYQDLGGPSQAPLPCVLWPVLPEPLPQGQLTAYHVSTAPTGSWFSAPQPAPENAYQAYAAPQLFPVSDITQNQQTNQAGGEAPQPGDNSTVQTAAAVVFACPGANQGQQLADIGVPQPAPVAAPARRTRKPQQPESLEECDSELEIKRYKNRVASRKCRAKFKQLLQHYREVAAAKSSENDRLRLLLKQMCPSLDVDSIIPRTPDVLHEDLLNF
PREPL inhibitor = inhibits the human prolyl oligopeptidase-like enzyme; recombinant PREPL, fluorescence polarization activity-based probe; inhibition, % at 5.96 µM; AID 2751; Q4J6C6; 0.68% of 320,000 active; in the data active means inhibition above about 43%;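 further: 0% = enzyme with DMSO and 100% = wells lacking enzyme; many of its hits are not listed in these tables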
Target sequence (Q4J6C6 whole entry, looked up): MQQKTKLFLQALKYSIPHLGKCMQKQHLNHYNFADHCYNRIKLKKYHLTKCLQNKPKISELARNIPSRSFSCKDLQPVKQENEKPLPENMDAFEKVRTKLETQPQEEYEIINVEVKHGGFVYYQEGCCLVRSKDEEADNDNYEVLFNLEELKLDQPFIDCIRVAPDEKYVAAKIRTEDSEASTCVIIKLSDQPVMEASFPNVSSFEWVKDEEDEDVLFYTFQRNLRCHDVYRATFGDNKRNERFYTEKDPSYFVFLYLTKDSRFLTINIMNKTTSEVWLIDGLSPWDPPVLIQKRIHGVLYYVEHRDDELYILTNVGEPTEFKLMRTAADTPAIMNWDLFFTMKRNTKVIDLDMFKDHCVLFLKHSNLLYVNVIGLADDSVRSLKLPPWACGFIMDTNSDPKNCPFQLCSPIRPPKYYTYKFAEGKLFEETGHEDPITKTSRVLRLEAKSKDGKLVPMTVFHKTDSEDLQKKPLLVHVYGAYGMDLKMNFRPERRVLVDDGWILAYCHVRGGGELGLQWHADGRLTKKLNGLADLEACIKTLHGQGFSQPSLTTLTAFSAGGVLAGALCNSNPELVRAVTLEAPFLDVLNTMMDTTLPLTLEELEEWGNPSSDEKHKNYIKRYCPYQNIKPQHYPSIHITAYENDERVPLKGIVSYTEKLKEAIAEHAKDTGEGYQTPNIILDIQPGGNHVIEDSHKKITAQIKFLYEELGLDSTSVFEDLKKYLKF
Efflux pump mplx = inhibitors of Candida antifungal efflux pumps expressed in yeast. S. cerevisiae Candida pump triplex, Nile Red efflux. inhibition, % at 10 µM. 0.44% of 330,000 active;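 active means plate passing quality check with inhibition over a set limit, or well fluorescence over plate mean plus 4 SD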;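 further: Nile Red retained in pooled yeast measured as flow cytometry median fluorescence; 0% = buffer negative control and 100% = Enniatin B positive control; higher means more Nile Red kept so more efflux inhibition; some compounds called inactive have numbers as strong as hits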
PP5 primary = blocks human protein phosphatase 5 activity. inhibition, % at 6.7 µM. purified PP5c, OMFP substrate fluorescence. 0.18% of 320,000 active. P53041;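 active means inhibition above the campaign's mean inhibition across all tested compounds plus 3 SD, cut at about 9.5% in these data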;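 further: 0% = DMSO only and 100% = 100 µM cantharidin control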
Fh CTSL1 inh = cathepsin L1 inhibition, PFM18AAP counter-screen | recombinant F. hepatica cathepsin L1, Z-Leu-Arg-MCA fluorescence | inhibition, % at 5.96 µM | 0.49% of 300,000 active;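 active means inhibition above the mean of all tested compounds plus 3 SD, set per screening campaign, cut at about 17% in these data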;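 further: 0% = plate median of test compound wells and 100% = 1 µM Z-Phe-Ala-diazomethylketone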
core dimer inh = HCV core protein dimerization inhibition | inhibition, % at 5 µM | 0.33% of 300,000 active | TR-FRET GST/Flag-core106 dimerization, 1536-well | AID 1899;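 active means inhibition above the mean of all tested compounds plus 3 SD, set per screening campaign, cut at about 45% in these data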
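Test system: GST/Flag-tagged HCV core106 proteins; Medium: KF-containing HEPES buffer, pH 7.45, DTT, CHAPS, BSA; Times: compound-protein-antibody incubation 4 h at 22.5 °C; Detection: TR-FRET 671 and 617 nm emission; Benchmarks: wells lacking GST-core106 and wells with excess unlabelled core106.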
TPT1 inhibitor = inhibitors of Candida albicans tRNA 2'-phosphotransferase TPT1; recombinant caTPT1, FP RNA substrate dephosphorylation; inhibition, % at 5 µM; 0.81% of 300,000 active;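 active means inhibition above the mean of all tested compounds plus 3 SD, set per screening campaign, cut at about 24% in these data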;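 further: plate controls were DMSO alone for no effect and ferristatin control at 100 nM for full effect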
Starred values were filed as active, the others as inactive; & = joins results of further samples. Only part of the results is shown (hit frequency here may not be typical).

SMILES,ZTA counter,Fh CTSL1 inh,PP5 primary,core dimer inh,EBNA-1 inhibitor,Efflux pump mplx,PP1 inh,PREPL inhibitor,TPT1 inhibitor
Cc1ncoc1C(=O)N1CCCC(CCC(=O)NCc2ccccc2F)C1 (centres undefined),8,-3,-0.9,1,3,0.1,-3,-7,-6
CCSc1nc2sc3c(c2c(=O)[nH]1)CC(C)(C)OC3,-14,2,0.7,-8,2,0.0,0,14,-4
CCN1C(=O)/C(=C2/SC(C)=C(C)N2CC)SC1=S,17,-1,1.4,-22,5,0.0,-3,30,7
C#CCSc1n[nH]c(=O)n1-c1cccc(C(F)(F)F)c1,0,-1,0.2,2,-8,0.1,2,1,0
Cc1cccc(C)c1NC(=O)C1(N(Cc2ccco2)C(=O)Cn2nnnc2N)CCCCC1,-3,1,0.3,-1,3,0.1,-1,6,4
CC(Oc1ccccc1F)C(=O)NNC(=O)CCNC(=O)c1ccco1 (centres undefined),-7,-7,1.3,-3,2,0.2,-7,12,0
Cn1c(CN2CCCCC2)nc2cc(NC(=O)c3cccc(Br)c3)ccc21,-3,2,1.4,-2,-4,-0.1,-1,13,-2
O=S(=O)(c1ccc(-c2ccccc2)cc1)N1CCCCC1,4,-1,5.8,6,5,0.0,2,-22,-3
CCC(=O)Nc1cccc(NC(=O)c2ccc(Br)cc2)c1,-11,2,2.4,2,5,0.0,-2,-8,0
CCOC(=O)C1=C(c2ccccc2)NC(N)=NC1c1ccc(OCc2ccc(C(=O)OC)cc2)cc1 (centres undefined),-8,0,1.9,-8,-3,0.1,44*,-16,-2
COc1ccc(NC2CS(=O)(=O)CC2OC(=O)c2ccc(F)cc2)cc1 (centres undefined),-25,-4,0.1,-7,1,0.0,3,0,-5
COCC(C)NC(=S)Nc1ccccc1[N+](=O)[O-] (centres undefined),0,-5,1.1,8,-8,0.1,1,13,2
O=C(N/N=C1/SCC(=O)N1Cc1ccco1)c1ccccc1F,8,3,1.2,-3,9,-0.2,-3,-5,2
O=[N+]([O-])c1ccc(S(=O)(=O)NCCc2cn3ccccc3n2)cc1,1,-2,-0.9,19,2,0.1,-6,6,-2
Cc1cc2ncn(/N=C/c3ccc([N+](=O)[O-])o3)c2cc1C,0,8,0.5,-6,4,0.0,3,9,-3
Cc1ccc(Cl)cc1NC(=O)CSc1sc2c(O)cc(=O)[nH]c2c1C#N,-3,2,-1.3,-1,1,-0.1,8,3,3
OC(CN1CCN(c2cccc(Cl)c2)CC1)c1ccc(F)cc1 (centres undefined),-3,-5,3.5,9,-3,-0.1,-2,13,-1
CCOc1ccc(Cc2onc3c2C(=O)CC(C)(C)C3)cc1OCC,6,6,0.3,2,-6,0.1,-3,8,-2
CC(C)N(C=O)C1(C(=O)NC2CCCCC2)CCCCC1,1,-3,1.5,5,5,0.0,0,-2,-1
COC(=O)CCC(=O)N1CCOCCOCCOCC1,16,-3,1.8,5,12,0.2,4,-3,2

Compounds listed so far that have an NH in an aromatic ring:
SMILES,ZTA counter,Fh CTSL1 inh,PP5 primary,core dimer inh,EBNA-1 inhibitor,Efflux pump mplx,PP1 inh,PREPL inhibitor,TPT1 inhibitor
CCSc1nc2sc3c(c2c(=O)[nH]1)CC(C)(C)OC3,-14,2,0.7,-8,2,0.0,0,14,-4
C#CCSc1n[nH]c(=O)n1-c1cccc(C(F)(F)F)c1,0,-1,0.2,2,-8,0.1,2,1,0
Cc1ccc(Cl)cc1NC(=O)CSc1sc2c(O)cc(=O)[nH]c2c1C#N,-3,2,-1.3,-1,1,-0.1,8,3,3

Continuation.
SMILES,ZTA counter,Fh CTSL1 inh,PP5 primary,core dimer inh,EBNA-1 inhibitor,Efflux pump mplx,PP1 inh,PREPL inhibitor,TPT1 inhibitor
O=C(COC(=O)c1cccnc1Cl)c1cccc(Cl)c1,5,-1,2.7,-2,9,0.1,-4,8,2
CC(Oc1ccc2c(-c3ccccc3)cc(=O)oc2c1)C(=O)N1CCC[C@@H]1C(N)=O (some centres undefined),17,42*,2.4,-1,3,0.0,-4,-1,0
COc1cc(/C=C/C(=O)OCC(=O)NC(=O)NC23CC4CC(CC(C4)C2)C3)ccc1OCC#N,5,-3,6.0,16,-1,0.8,1,-12,3
O=C1CC(N2CCN(c3ccccc3)CC2)C(=O)N1c1ccc2c(c1)OCCO2 (centres undefined),-3,-2,-3.1,4,-8,0.2,-5,12,3
CC(C)CC(=O)NC(=S)NNC(=O)c1cccc([N+](=O)[O-])c1,2,5,-1.5,1,-2,0.1,-2,2,0
Cc1cc(Br)ccc1NC(=O)C1CCN(C(=O)c2ccco2)CC1,13,1,1.1,8,5,-0.3,0,7,3
O=C1C2C3CCC(C3NCc3ccccc3)C2C(=O)N1Cc1ccccc1 (centres undefined),15,-2,1.8,11,-4,0.1,4,2,-2
COc1ccc2cc(Br)ccc2c1CC(=O)N(C)C,-1,-1,1.3,7,6,-0.1,-1,-9,-3
FC(F)(F)c1cc(N2CCN(Cc3ccccc3)CC2)c2ccccc2n1,3,5,-0.3,10,5,-0.1,-4,-14,-2
CCC(=O)OC1(C)C(=O)C=C2C=C(c3ccsc3)OC=C2C1=O (centres undefined),12,1,1.6,15,0,0.0,0,7,13
CCc1nc(SCC(=O)Nc2ccc(N(C)C)cc2)c2ccccc2n1,-4,2,-3.9,-1,1,0.1,0,17,-1
Cc1ccc(C)c(S(=O)(=O)N2CCCOC2CNC(=O)C(=O)NCCc2ccco2)c1 (centres undefined),-4,-2,1.3,9,3,0.1,-4,-2,1
CCOC(=O)c1nnn(CC(=O)N2N=C(c3cccc4ccccc34)CC2c2ccccc2)c1C(=O)OCC (centres undefined),7,3,3.4,22,24,0.4,11,-9,-1
COc1ccc(NS(=O)(=O)c2ccc(NC(=S)NC(=O)c3cccc(F)c3)cc2)nn1,12,-2,-0.1,-3,-2,-1.2,1,6,2
O=c1[nH]cnc2nc(-c3ccccc3)c(-c3ccccc3)nc12,-22,-3,-2.4,3,-4,-0.2,7,4,-1
Cc1ccc(SC(CC(=O)c2ccc(C)cc2)C(=O)O)cc1 (centres undefined),0,-3,3.0,9,-6,0.4,5,2,-4
CN1CCN(C(=O)c2ccc3c(c2)N(Cc2cccc(Cl)c2)C(=O)c2ccccc2S3=O)CC1 (centres undefined),11,2,-1.9,3,7,-0.1,-1,6,1
CCCCNc1nc(Cl)nc(Nc2ccc(C)cc2)n1,14,4,-0.3,4,2,0.0,2,0,-2
O=C(CSc1nc2c(sc3ccccc32)c(=O)n1Cc1ccccc1)NCC1CCCO1 (centres undefined),0,1,3.6,12,9,0.1,1,4,-1
Cc1cccc(-n2c(C)cc(/C=N/NC(=O)c3cccc([N+](=O)[O-])c3C)c2C)c1,-8,2,3.7,16,-22,0.0,-3,12,3
COc1ccc(NC(=O)/C(C#N)=C\C=C\c2ccco2)cc1,-4,6,1.9,0,2,-0.1,2,8,5
Cc1ccc(CNC(=O)CC(C)S(=O)(=O)c2ccc3c(c2)NC(=O)CS3)o1 (centres undefined),9,-1,-0.7,4,0,-0.2,3,7,22
Cn1cc(/C=C2\SC(=S)N(NC(=O)c3ccccc3Cl)C2=O)c2ccccc21,2,2,-1.3,-12,8,0.1,1,11,76*
CC1C(=O)Nc2ccccc2N1C(=O)c1ccccc1 (centres undefined),-13,0,0.8,-3,0,-0.2,1,7,-1
CCCCSCCCNC(=S)Nc1ccccc1C,2,2,0.4,-3,11,-0.1,-2,13,-1
Cc1cc(C(=O)N/N=C/c2cccc(OC(=O)c3ccco3)c2)n[nH]1,10,-21,0.5,-2,12,-0.2,-2,11,-2
CC(C)C(=O)Nc1nnc(S(=O)(=O)N2CCCc3ccccc32)s1,15,-4,-1.7,2,-4,-0.1,1,-3,1
Cc1ccc2nc(-c3ccccn3)c(Nc3ccccc3C)n2c1,-2,-1,4.3,2,-2,-0.2,30*,28,-3
CC(C)(C)C(=O)NC(=S)Nc1cccc(C(=O)O)c1,-3,-3,0.1,-6,-4,0.0,0,15,-2
CC(=O)[C@H]1CC[C@H]2[C@@H]3CCC4=CC(=O)CC[C@]4(C)[C@H]3CC[C@]12C,3&-12,0&3,3.0&4.3,5&-4,-3&-5,0.1&0.3,0&2,4&5,2&-1
O=C(Nc1cccnc1)Nc1cccc([N+](=O)[O-])c1,-5,-1,2.1,6,-12,0.1,-1,2,-4
O=C(Nc1ccccn1)c1c(O)c2cccc3c2n(c1=O)CCC3,1,3,-2.3,0,7,-0.1,-2,-2,-1
COc1ccc(Cn2nnnc2C(c2ccncc2)N2CCOCC2)cc1 (centres undefined),-1,1,-0.7,-5,-5,0.0,4,1,0
O=C(CS(=O)(=O)c1cn(Cc2ccc(Cl)cc2)c2ccccc12)N1CCCCC1,-10,-7,0.1,0,18,-0.1,0,-24,-45
O=C(Nc1cccc(Cl)c1N1CCOCC1)c1cccnc1Cl,10,-2,2.8,5,-6,0.1,-6,8,1
c1ccc2c(-c3nnc(SCc4cn5ccccc5n4)o3)c[nH]c2c1,-4,-5,-2.1,3,6,-0.1,2,5,2
Cc1cc(C)c2nc(SCc3ccc([N+](=O)[O-])cc3)nc(C)c2c1,1,1,7.8,-3,8,0.0,2,-3,-2
CC(=O)N1N=C(c2ccccc2)CC1c1cccc([N+](=O)[O-])c1 (centres undefined),13,0,0.8,7,-3,0.1,-3,9,1
COCC(=O)N(Cc1ccc(OC)cc1)Cc1nc2ccccc2c(=O)[nH]1,-8,-3,-1.7,0,-6,0.1,4,0,0
CCN(CC)CC(O)COc1ccccc1C(=O)CCc1ccccc1 (centres undefined),-4,-1,0.0,3,-4,0.1,-2,-1,0
NCCCCCCNS(=O)(=O)c1cccc2c(Cl)cccc12,10,15,-3.1,6,5,0.1,2,-11,0
Cc1ccc(NC(=O)CSc2nnc(CN3CCOCC3)n2C)cc1C,7,1,2.6,-11,-6,0.0,-5,1,-5
CCc1ccc(NC(=O)CN(c2ccc(OC)cc2)S(=O)(=O)c2c(C)[nH]c(=O)[nH]c2=O)cc1,-14,-3,1.9,-2,-4,-0.1,3,22,-2
Cc1ccc([N+](=O)[O-])cc1NC(=O)Cc1ccc(F)cc1,1,2,-0.9,5,2,0.1,-3,11,1
Cc1cccc(NNC(=O)C(=O)NNc2cccc(C)c2)c1,6,-1,1.4,2,-8,0.0,-4,-5,-1
O=C(Nc1ccccc1Cl)N1CCN(c2ncccn2)CC1,4,0,2.0,1,-1,-0.1,-2,10,-5
CCOC(=O)c1c(-c2ccccc2)oc2ccc(OCC(O)CN(C)C)cc12 (centres undefined),-6,1,1.8,-6,3,0.0,2,-7,-3
O=C1C=C(Nc2ccc(Cl)cc2)CC(c2ccc(Cl)cc2)C1 (centres undefined),6,-1,3.5,4,1,-0.1,7,-27,2
O=C1NC(c2cccnc2)C(C(=O)c2cccs2)C(O)(C(F)(F)F)N1 (centres undefined),9,-3,-1.9,4,0,-0.1,-2,19,0
Cc1nc2ccccc2c(=O)n1CCc1ccccc1,-6,5,8.4,1,7,-0.1,-1,9,-1
Cc1ccc(/C=C/C(=O)N2CCN(c3cccc(C(F)(F)F)c3)CC2)cc1,-4,-2,4.0,9,-1,-0.1,-2,-1,-3
c1ccc(Nc2nc(N3CCCCC3)nc(N3CCCCC3)n2)cc1,-4,-2,2.0,3,-1,0.1,-4,-2,-7

Screening results deposited in PubChem by several laboratories.
